E-selectin induc – E-selectin induction on HUVECs. activation, % at 7.58 µM. P16581. 260,000 compounds, 0.37% hits. HUVEC E-selectin immunofluorescence imaging; normalized: neutral wells 0, TNF-alpha wells 100;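 active means mean E-selectin-positive cell signal at least 10% of the positive control, reached in at least 60% of replicates, without over 20% cell loss; inconclusive means no rule given, readout overlaps actives, possibly toxicity-flagged; inactive means the rest, including those meeting only one limit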;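 further: in these data hits start at about 27%; measured in HUVEC primary endothelial cells; signal is the percent of cells scored E-selectin positive by PE staining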
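assay system = HUVEC, human umbilical vein endothelial cells | input = 3,000 HUVEC seeded per well | medium = EGM-2 growth medium on 0.1% gelatin-coated wells | dosing = one compound dose added by pin transfer | signal = immunofluorescence imaging | read-out basis = % PE-positive cells | control set = TNF-alpha, DMSO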
esBAF inh – inhibitors of esBAF chromatin remodeling in mouse ES cells; Bmi1-luciferase knock-in reporter, 24 h; 100% = twice the neutral-well signal; reporter increase, % at 12.5 µM; 350,000 compounds, 2% hits; in the data active means activation above about 40%; inconclusive means no clear call, values can overlap the other calls;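 further: 0% = median of the plate's neutral control wells and 100% = double that signal; a rise in the Bmi1 reporter signal indicates esBAF inhibition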
ERp5 block – inhibitors of human ERp5 | Q15084 | ERp5 insulin aggregation, absorbance 650 nm, 90 min | inhibition, % at 9.99 µM | 350,000 compounds, 0.05% hits | AID 651711;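 active means mean replicate inhibition above about 25%, with every replicate also reaching it, limit read from the data, passing the limit was not always enough; inconclusive means only one of those two criteria met; inactive means neither criterion met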
Target sequence (Q15084 whole entry, looked up): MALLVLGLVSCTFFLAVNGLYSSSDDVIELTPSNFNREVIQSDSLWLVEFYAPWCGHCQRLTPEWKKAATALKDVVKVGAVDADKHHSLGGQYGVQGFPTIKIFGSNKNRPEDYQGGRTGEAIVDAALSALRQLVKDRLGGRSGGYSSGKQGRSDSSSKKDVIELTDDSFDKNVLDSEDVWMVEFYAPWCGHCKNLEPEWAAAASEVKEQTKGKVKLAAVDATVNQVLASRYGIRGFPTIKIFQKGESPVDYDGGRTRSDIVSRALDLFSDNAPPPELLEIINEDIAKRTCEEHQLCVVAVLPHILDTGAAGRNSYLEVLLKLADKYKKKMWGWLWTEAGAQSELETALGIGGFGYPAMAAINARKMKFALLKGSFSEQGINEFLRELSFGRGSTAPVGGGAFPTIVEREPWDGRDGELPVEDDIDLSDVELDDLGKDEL
RAD52 anneal inh – blocks human RAD52 DNA annealing | P43351 | recombinant RAD52 DNA annealing, FRET fluorescence | inhibition, % at 18.7 µM | 360,000 compounds, 0.46% hits;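 active means every replicate showing at least 50% inhibition; inconclusive means mean inhibition at least 50% but not in every replicate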
Target sequence (P43351 whole entry, looked up): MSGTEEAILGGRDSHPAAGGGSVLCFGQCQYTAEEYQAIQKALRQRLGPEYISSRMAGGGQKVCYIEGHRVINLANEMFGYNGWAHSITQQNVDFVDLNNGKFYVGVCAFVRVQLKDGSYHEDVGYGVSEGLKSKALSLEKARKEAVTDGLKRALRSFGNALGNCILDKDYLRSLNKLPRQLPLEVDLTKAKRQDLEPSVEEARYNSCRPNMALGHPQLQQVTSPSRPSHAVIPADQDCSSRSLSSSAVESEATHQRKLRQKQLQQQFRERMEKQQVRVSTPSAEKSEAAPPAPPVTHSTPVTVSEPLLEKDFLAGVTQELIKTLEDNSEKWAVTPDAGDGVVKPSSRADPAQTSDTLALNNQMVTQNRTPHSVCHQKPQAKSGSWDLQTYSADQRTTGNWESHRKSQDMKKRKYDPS
Xi reactivation – X-chromosome reactivation activator; XiGFP mouse fibroblasts, % GFP-positive cells imaging, 3 d; cells co-treated with 5-aza-dC sensitizer; scaled so ellipticine positive control = 100%; activation, % at 7.58 µM; 360,000 compounds, 0.055% hits;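 active means mean normalized replicate activation at least 10% and every replicate at or above 10%; inconclusive means only one of the two criteria met; inactive means mean below 10% and not all replicates reach 10%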;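 further: 0% = median of on-plate neutral control wells and 100% = ellipticine 6 µM median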
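Material: XiGFP fibroblasts, SV40-immortalized; Buffer or medium: DMEM containing 5-aza-dC; Compound dosing: single point; Times: 3 days compound exposure.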
RAD54 inh – inhibitors of human RAD54 branch migration | inhibition, % at 10.4 µM | RAD54 Holliday junction branch migration, FAM/BHQ fluorescence | 360,000 compounds, 0.14% hits | Q92698;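 active means mean normalized replicate activity at least 40 and at least half of replicates scoring 40 or more; inconclusive means only one of the two criteria met; inactive means mean below 40 and under half of replicates reaching 40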;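 further: 0% = median of neutral control wells and 100% = median of positive control wells; inhibitors cause a drop in the FAM fluorescence signal; in these data hits start at about 50%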
S100A4 inh HTS – inhibitors of human S100A4 binding to myosin IIA peptide; S100A4/TAMRA-MyoIIA peptide fluorescence polarization; 360,000 compounds, 0.14% hits; inhibition, % at 10.7 µM;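 active means mean inhibition of at least 70% across replicates, with every replicate also reaching that level; inconclusive means mean inhibition reaches 70% but some replicates fall short; inactive means mean inhibition below 70%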
Target sequence (P26447 whole entry, looked up): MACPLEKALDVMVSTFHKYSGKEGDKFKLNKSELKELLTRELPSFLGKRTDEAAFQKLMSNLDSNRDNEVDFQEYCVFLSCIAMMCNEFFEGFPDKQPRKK
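Material: S100A4 monomer protein / Buffer or medium: 50 mM HEPES pH 7.2, 10 mM CaCl2, 100 mM KCl / Times: 5 min incubation before reading / Benchmarks: neutral control DMSO, positive control TFP / Reagent: labelled myosin peptide probe, 5 nM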
ERAP1 inh – inhibitors of human ERAP1 aminopeptidase; Q9NZ08; recombinant ERAP1, Leu-AMC fluorescence, 60 min; inhibition, % at 10.7 µM; 340,000 compounds, 0.15% hits;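 active means mean replicate inhibition of at least 30%, or all replicates individually reaching that 30% level; inactive means mean below 30% and not every replicate reaching it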;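 further: 0% = neutral control wells and 100% = L-leucinethiol positive control wells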
The depositor's hits bear a star; & = joins results of further samples.

Preview (2 entries):
For Cc1nn(CC(=O)NNC(=S)NCC2CCCO2)c(C)c1Br (configuration not stated) the results were E-selectin induc 0.2, esBAF inh 7, ERp5 block 1, RAD52 anneal inh -8, Xi reactivation 0.0, RAD54 inh -2, S100A4 inh HTS 0 and ERAP1 inh 1.
For COC(=O)c1ccc(CNC(=O)c2ccc3oc(C(C)C)nc3c2)cc1 the results were E-selectin induc -1.0, esBAF inh 49*, ERp5 block 4, RAD52 anneal inh -4, Xi reactivation 0.2, RAD54 inh 2, S100A4 inh HTS -2 and ERAP1 inh 1.

The list itself, from the first entry:
For Cc1nn(CC(=O)NNC(=S)NCC2CCCO2)c(C)c1Br (configuration not stated) the results were E-selectin induc 0.2, esBAF inh 7, ERp5 block 1, RAD52 anneal inh -8, Xi reactivation 0.0, RAD54 inh -2, S100A4 inh HTS 0 and ERAP1 inh 1.
For COC(=O)c1ccc(CNC(=O)c2ccc3oc(C(C)C)nc3c2)cc1 the results were E-selectin induc -1.0, esBAF inh 49*, ERp5 block 4, RAD52 anneal inh -4, Xi reactivation 0.2, RAD54 inh 2, S100A4 inh HTS -2 and ERAP1 inh 1.
`N#Cc1cccc(-c2ccc(C3[C@@H]4CN(C(=O)Nc5ccc6c(c5)OCO6)C[C@H]3N4)cc2)c1` (some centres not stated) gave E-selectin induc -0.7&0.1, ERp5 block 6&-2, RAD52 anneal inh 55*, Xi reactivation 1.0&0.0, S100A4 inh HTS 1&-12 and ERAP1 inh -1&-1.
C=CCOc1nc2c(c(=O)n(C)c(=O)n2C)n1Cc1c(Cl)cccc1Cl was read as esBAF inh 12, ERp5 block 0, RAD52 anneal inh -15, RAD54 inh -2, S100A4 inh HTS -7 and ERAP1 inh 1.
COc1cc(Cl)c(C)cc1NC(=O)COc1ccc(C)nc1[N+](=O)[O-] was read as E-selectin induc -0.3, esBAF inh 81*, ERp5 block 0, RAD52 anneal inh 0, Xi reactivation 1.0, RAD54 inh 3, S100A4 inh HTS -4 and ERAP1 inh -2.
For COc1ccccc1-c1cnc2c(c1)C(=O)N([C@@H](C)CO)C[C@H](C)[C@@H](CN(C)Cc1ccccc1)O2 the results were E-selectin induc 0.9, esBAF inh 1, ERp5 block 5, RAD52 anneal inh 7, Xi reactivation -0.4, RAD54 inh -3, S100A4 inh HTS 22 and ERAP1 inh 1.
For COc1ccc(OC)c(C(=O)NC(CC(N)=O)c2ccc(N3CCN(c4ccccc4)CC3)c([N+](=O)[O-])c2)c1 (configuration not stated) the results were E-selectin induc -0.1, esBAF inh 4, ERp5 block 3, RAD52 anneal inh 2, Xi reactivation 0.2, RAD54 inh 13, S100A4 inh HTS -2 and ERAP1 inh 0.
`O=C(C[C@H]1CC[C@@H]2[C@H](COC[C@@H](O)CN2Cc2cc(F)ccc2F)O1)NCc1ccc(Oc2ccccc2)cc1` gave E-selectin induc -0.2, esBAF inh 3, Xi reactivation 0.1 and RAD54 inh 1.
`O=C(c1cccc(S(=O)(=O)NCc2ccccc2)c1)N1CCN(c2cccc(C(F)(F)F)c2)CC1` gave E-selectin induc 0.7, ERp5 block 6, RAD52 anneal inh 17, Xi reactivation 0.0, RAD54 inh 2, S100A4 inh HTS -1 and ERAP1 inh -4.
For O=C(NCCCCCCNC(=O)c1cncc(O)c1)c1cncc(O)c1 the results were E-selectin induc inconclusive, ERp5 block 4, RAD52 anneal inh 8, Xi reactivation 0.0 and S100A4 inh HTS 3.
C=CCn1c(C)cc(C(=O)CSc2nc(N)cc(N)n2)c1C was read as E-selectin induc 0.4, ERp5 block 3, RAD52 anneal inh -43, Xi reactivation 0.2, S100A4 inh HTS 2 and ERAP1 inh -8.
For COc1ccc(S(=O)(=O)N2CCCCCC2)cc1C(=O)N(C)CC(=O)Nc1ccccc1Cl the results were E-selectin induc -1.2, esBAF inh 6, ERp5 block -4, RAD52 anneal inh 10, Xi reactivation -0.6, RAD54 inh -6, S100A4 inh HTS 0 and ERAP1 inh 0.
`CCOC(=O)N1CCC(NC(=O)C(NS(=O)(=O)c2ccc3c(c2)CCN3C(=O)CC)C(C)C)CC1` (configuration not stated) gave ERp5 block -11, RAD52 anneal inh -2, Xi reactivation 1.0, S100A4 inh HTS -3 and ERAP1 inh 1.
Screening O=C(O)CC1S/C(=N/N=C/C2CC=CCC2)NC1=O (configuration not stated) returned ERp5 block -6, RAD52 anneal inh -11, Xi reactivation 0.0, S100A4 inh HTS 3 and ERAP1 inh 2.
For COCCCN1C(=O)C(CC(=O)NC2CCCCC2)CC(C(=O)N2CCOCC2)=C1C (configuration not stated) the results were E-selectin induc -0.1, esBAF inh -7, ERp5 block 9, RAD52 anneal inh -6, Xi reactivation 0.0, S100A4 inh HTS -13 and ERAP1 inh -1.
`O=C1NC(=O)c2cc(NC(=O)C3COc4ccccc4O3)ccc21` (configuration not stated) gave E-selectin induc 5.2, esBAF inh 2, ERp5 block -3, RAD52 anneal inh 0, Xi reactivation 0.0, RAD54 inh 4, S100A4 inh HTS -1 and ERAP1 inh 1.
`COc1ccc(NC(=O)/C(C#N)=C/C=C/c2ccco2)cc1` gave ERp5 block -2, RAD52 anneal inh -18, Xi reactivation -0.1, RAD54 inh -1, S100A4 inh HTS 1 and ERAP1 inh 3.
COc1ccc(NC(=O)O[C@H]2[C@H](OC(=O)Nc3ccc4c(c3)OCO4)[C@@H](OC(=O)Nc3ccc4c(c3)OCO4)[C@@H](OC)O[C@@H]2CO)cc1 was read as ERp5 block -4, RAD52 anneal inh 4, RAD54 inh 2, S100A4 inh HTS -19 and ERAP1 inh -1.
For O=C(O)c1ccc(CNCc2cc(Cl)ccc2O)cc1 the results were E-selectin induc 0.0, esBAF inh -5, ERp5 block -1, RAD52 anneal inh -80, Xi reactivation 0.1, RAD54 inh 7 and S100A4 inh HTS 2.
Screening Cc1ccccc1CN1C(=O)[C@H]2Cc3c([nH]c4ccccc34)C(C)(C)N2C1=O returned E-selectin induc 0.0, esBAF inh 10, ERp5 block 1, RAD52 anneal inh -14, Xi reactivation 0.0, RAD54 inh 1, S100A4 inh HTS -3 and ERAP1 inh 1.
`C=CCSc1nnc(NC(=O)COc2ccc3ccccc3c2)s1` gave esBAF inh -1, ERp5 block 1, RAD52 anneal inh -5, RAD54 inh 5, S100A4 inh HTS 2 and ERAP1 inh 5.
For O=C(C[C@H]1C[C@H]2c3cc(NC(=O)CC4CC4)ccc3O[C@H]2[C@@H](CO)O1)NCCN1CCCCC1 the results were E-selectin induc -0.2, esBAF inh 2, ERp5 block -2, RAD52 anneal inh -2, Xi reactivation 0.0, RAD54 inh 7, S100A4 inh HTS -9 and ERAP1 inh 9.
Screening CCOC(=O)CCCCCC(=O)Nc1ccc2c(c1)C(=O)N([C@@H](C)CO)C[C@H](C)[C@H](CN(C)C(=O)Nc1ccc(F)cc1)OCCCC[C@H](C)O2 returned E-selectin induc -0.2, esBAF inh -1, ERp5 block -1, RAD52 anneal inh -44, Xi reactivation -0.1&0.0, RAD54 inh -17, S100A4 inh HTS 0 and ERAP1 inh 0.
CCCCn1c(N)c(N(CC(C)C)C(=O)c2cc(-c3ccc(OC)c(OC)c3)nc3ccccc23)c(=O)[nH]c1=O was read as ERp5 block -2, RAD52 anneal inh 10, Xi reactivation 0.0, S100A4 inh HTS -4 and ERAP1 inh 1.
Screening CC(C(=O)OCC(=O)c1ccc(Br)cc1)N1C(=O)C2C3CCC(C3)C2C1=O (configuration not stated) returned E-selectin induc 0.3, esBAF inh 0, ERp5 block 0, RAD52 anneal inh 0, Xi reactivation 0.0, RAD54 inh -6, S100A4 inh HTS -3 and ERAP1 inh 3.
`CN1C(=O)c2cc(NC(=O)c3ccno3)ccc2OC[C@H]2O[C@@H](CC(=O)Nc3ccccc3)CC[C@@H]21` gave E-selectin induc -0.2, esBAF inh -2, ERp5 block 6, RAD52 anneal inh 0, Xi reactivation 0.0, RAD54 inh -5, S100A4 inh HTS 3 and ERAP1 inh 2.
Screening CO[C@@H]1CN(C)C(=O)c2ccc(NC(C)=O)cc2OC[C@H](C)N(CC2CCCCC2)C[C@H]1C returned E-selectin induc -0.2, esBAF inh -2, ERp5 block -7, RAD52 anneal inh 3, Xi reactivation -0.3, RAD54 inh -7, S100A4 inh HTS 5 and ERAP1 inh -2.
`Cn1c(SCC(=O)N2CCOCC2)nnc1-c1cccc(NC(=O)c2ccccc2F)c1` gave esBAF inh -1, ERp5 block -4, RAD52 anneal inh -7, RAD54 inh 1, S100A4 inh HTS 2 and ERAP1 inh 4.
For CCC(C(=O)NC1CCCC1)n1c(C2CC2)nc2ccccc21 (configuration not stated) the results were E-selectin induc -0.1, ERp5 block 3, RAD52 anneal inh -9, Xi reactivation 0.4, S100A4 inh HTS -3 and ERAP1 inh 1.
Screening CCCc1cc(C(=O)NCc2cccs2)no1 returned esBAF inh 54*, ERp5 block -3, RAD52 anneal inh -6, Xi reactivation 0.0, RAD54 inh -9, S100A4 inh HTS -2 and ERAP1 inh -7.
Screening CC(C)NC(=O)NCC[C@@H]1CC[C@@H](NS(=O)(=O)c2ccccc2)[C@@H](CO)O1 returned E-selectin induc -0.4, ERp5 block 2, RAD52 anneal inh -7, Xi reactivation -0.2, S100A4 inh HTS 3 and ERAP1 inh -2.
For CC(=O)Oc1ccc(C(=O)Nc2ccc(S(=O)(=O)N3CCOCC3)cc2)cc1 the results were esBAF inh -9, ERp5 block 6, RAD52 anneal inh -22, Xi reactivation 0.0, RAD54 inh 6, S100A4 inh HTS -8 and ERAP1 inh -1.
`Cc1ccc(/C=N/n2c(COc3ccccc3)n[nH]c2=S)cc1` gave E-selectin induc 0.2, esBAF inh -3, ERp5 block 0, RAD52 anneal inh 8, Xi reactivation 0.3, RAD54 inh -9, S100A4 inh HTS -3 and ERAP1 inh 0.
COc1ccc(NC(=O)N(C)C[C@@H]2OCCCC[C@@H](C)Oc3ccc(NS(=O)(=O)c4cccs4)cc3C(=O)N([C@H](C)CO)C[C@H]2C)cc1 was read as E-selectin induc -0.2, esBAF inh 7, ERp5 block -3, RAD52 anneal inh -28, Xi reactivation -1.3, RAD54 inh 4, S100A4 inh HTS 7 and ERAP1 inh -2.
Screening CCOc1ccc(NS(=O)(=O)c2cc(C(=O)N(CC)CC(=O)NCc3cccs3)ccc2C)cc1 returned ERp5 block 3, RAD52 anneal inh -3, Xi reactivation 0.5, RAD54 inh -14, S100A4 inh HTS 18 and ERAP1 inh 1.
For COc1cccc(-c2cccc(NC(=O)C3CCN(Cc4ccon4)CC3)c2)c1 the results were esBAF inh 0, ERp5 block 2, RAD52 anneal inh -14, Xi reactivation 0.0, RAD54 inh -1, S100A4 inh HTS 0 and ERAP1 inh 5.
Screening Cc1ccccc1C(c1ccccc1Cl)N(C)C (configuration not stated) returned E-selectin induc -0.8, ERp5 block 1, RAD52 anneal inh -3, Xi reactivation -0.1, RAD54 inh 2, S100A4 inh HTS -8 and ERAP1 inh -2.
CCCNC(=O)N1CC2(CCN(C(=O)CC3CC3)CC2)c2c(n(C)c3cc(OC)ccc23)[C@H]1CO was read as E-selectin induc -0.1, ERp5 block 7, RAD52 anneal inh -5, Xi reactivation 0.1, S100A4 inh HTS -5 and ERAP1 inh -2.

Screening results: PubChem BioAssay, Broad Institute
